Source: PubChem
697 NFkB inh: lowers PMA/ionomycin-induced NF-kB signal in 697 B cells | 697 B-cell NF-kB luciferase reporter, 16 h | inhibition, % at 4 µM | 330,000 compounds, 0.33% hits | AID 435022; in the data active means inhibition above about 35%
APJ ag: activates the human apelin receptor APJ; P35414; CHO-K1 APJ PathHunter beta-arrestin, luminescence; 0% DMSO wells, 100% apelin; activation, % at 20 µM; 330,000 compounds, 0.11% hits;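 active means activation more than six SD over the plate average, tested at 20 µM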;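 further: 0% = DMSO alone and 100% = apelin-13 at 10 nM; some results filed as inactive read as strong as hits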
Target sequence (P35414 whole entry, looked up): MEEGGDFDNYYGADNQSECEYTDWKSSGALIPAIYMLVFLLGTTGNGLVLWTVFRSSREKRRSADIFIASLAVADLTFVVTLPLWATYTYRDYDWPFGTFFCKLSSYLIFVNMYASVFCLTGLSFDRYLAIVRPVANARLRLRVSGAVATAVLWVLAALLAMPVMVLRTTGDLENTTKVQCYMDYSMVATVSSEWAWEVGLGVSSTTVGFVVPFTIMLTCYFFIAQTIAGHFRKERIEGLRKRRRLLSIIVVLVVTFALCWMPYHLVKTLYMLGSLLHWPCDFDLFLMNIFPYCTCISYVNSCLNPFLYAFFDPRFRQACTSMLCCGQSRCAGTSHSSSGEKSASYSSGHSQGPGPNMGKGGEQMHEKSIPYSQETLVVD
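Test system: CHO-K1 APJ beta-arrestin complementation cell line. Amount: cell density 1000 per well. Controls: DMSO negative, 10 nM Apelin-13 positive. Signal: luminescent beta-gal fragment complementation, chemiluminescent substrate. Read-out basis: agonist-driven arrestin binding to APJ. Timing: compound stimulation 90 min at 25 °C, detection 60 min.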
APJ antag: antagonists of human APJ apelin receptor. CHO-K1 APJ beta-arrestin complementation, luminescence. inhibition, % at 20 µM. 330,000 compounds, 0.32% hits;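 active means inhibition above about 40% at 20 µM, limit read from the data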;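 further: cells challenged with 10 nM apelin-13 agonist together with compound; plate controls were apelin-13 plus DMSO wells for no effect and DMSO wells lacking apelin-13 for full effect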
UPR XBP1 act: adaptive UPR (XBP1) activation; 330,000 compounds, 0.33% hits; activation, % at 20 µM; CHO-XBP1 luciferase reporter, IRE1-XBP1 UPR activation, luminescence; percent of tunicamycin response, DMSO as zero; AID 463104;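 active means versus positive control, 20 µM dose yields 30% or more activation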;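 further: 100% = tunicamycin at 10 µg/mL and 0% = DMSO only wells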
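Signal: luciferase luminescence; Assay system: CHO-XBP1 luciferase reporter cells; Amount: one thousand reporter cells per well; Dosing: 20 µM single concentration, DMSO 1%; Benchmarks: high control tunicamycin 10 µg/mL final, low control DMSO vehicle only; Schedule: 6 h compound exposure at 37 °C, 5% CO2; Evaluation: percent activation relative to tunicamycin reference.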
Mdm2-MdmX inh: human Mdm2/MdmX binding inhibition | O15151+Q00987 | SaOS-2 split-luciferase Mdm2/MdmX complementation, luminescence | inhibition, % at 8 µM | 330,000 compounds, 3% hits;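 active means inhibition of at least 50% at 8 µM in the primary screen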
Jurkat NFkB inh: inhibitors of the PMA/ionomycin-induced NF-kB reporter in Jurkat cells | PMA/ionomycin-induced NF-kB luciferase reporter, luminescence | inhibition, % at 4 µM | 330,000 compounds, 0.53% hits; in the data active means inhibition above about 50%
UPR CHOP act: activators of apoptotic arm of unfolded protein response (CHOP). CHO-CHOP luciferase reporter, UPR activation, luminescence; percent of tunicamycin response over DMSO baseline. activation, % at 10 µM. 330,000 compounds, 0.34% hits;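 active means at 10 µM dose, activation of 40% or more, normalized to positive control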;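 further: 100% = tunicamycin at 10 µg/mL and 0% = DMSO alone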
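assay system = CHO CHOP reporter cells | amount = 500 CHO-CHOP cells per well | buffer or medium = F12 with 10% FBS | incubation = 16-18 h cell attachment, then 6 h compound exposure, 37 °C | detection = luminescence read with Steady-Glo | read-out = percent activation relative to tunicamycin control | controls = tunicamycin high control, DMSO low control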
tim23-1 inh: growth inhibitors of tim23-1 mutant yeast | S. cerevisiae tim23-1 growth, BacTiter-Glo luminescence, 24 h | inhibition, % at 20 µM | 330,000 compounds, 1.3% hits | AID 463212;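 active means growth inhibition of the mutant yeast at or above 50%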;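 further: temperature-sensitive mutant grown at 25 °C; plate controls were DMSO-treated mutant yeast for no effect and medium wells lacking yeast for full effect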
* = called active by the depositor; / = not tested or not shown.

SMILES,697 NFkB inh,APJ ag,APJ antag,UPR XBP1 act,Mdm2-MdmX inh,Jurkat NFkB inh,UPR CHOP act,tim23-1 inh
CC(=O)c1ccc(NC(=O)c2ccn[nH]2)cc1,-47,-3,9,-5,-24,-56,2.0,1
CSc1ncccc1C(=O)OCC(=O)N(CC(C)C)c1c(N)n(Cc2ccccc2)c(=O)[nH]c1=O,8,5,17,-3,14,2,3.5,0
COC(=O)CCCC1=CC2=C(c3ccccc3)C(=O)C(C)(OC(=O)C3CCCC3)C(=O)C2=CN1CCN1CCOCC1 (centres undefined),6,8,-27,-2,-1,6,2.3,16
FC(F)(F)c1nnc2ccc(Sc3ccccn3)nn12,2,-1,0,1,0,-9,1.3,3
CC1C(=O)N(Cc2ccccc2F)c2ccccc2N1C(=O)c1c(F)cccc1F (centres undefined),-11,-1,2,0,13,1,2.3,27
Cc1ccccc1NC(=O)OCc1cccnc1Sc1ccc(Cl)cc1,5,-2,-7,2,21,10,0.7,19
CSC1=NC(=O)/C(=C\c2cccc3ccccc23)S1,19,1,-25,1,-3,2,1.4,76*
O=C(O)c1ccccc1N/N=C/c1cc(Br)cc(Br)c1O,-179,-5,12,-1,-24,-92,2.2,29
CC(=O)Oc1ccc(/C=C(\NC(=O)c2ccco2)C(=O)NCc2ccco2)cc1,-11,-1,21,4,-5,8,-1.1,0
CSc1nc(Cc2ccccc2)cc(=O)[nH]1,-5,0,-14,0,-37,4,0.6,29
O=C(/C=C/c1ccco1)Oc1ccc(C(=S)N2CCOCC2)cc1,1,-3,-8,13,-33,4,3.6,13
CC(=O)Nn1c(C)nnc1-n1nc(C)cc1C,1,-1,-1,0,23,-1,-0.7,9
N#Cc1ccc(NCC(=O)N2CCN(S(=O)(=O)c3ccccc3)CC2)cc1,-3,-2,-1,0,12,-4,-2.2,-8
C[C@@H]1NS(=O)(=O)[C@H]2C[C@@H]3C=C[C@]2(O3)[C@H]1OC(=O)c1ccccc1Br,6,1,6,-4,9,-1,3.2,1
COC(=O)CSc1cc(C(F)(F)F)nc(-c2ccccn2)n1,-18,1,-13,-1,21,-15,-1.2,7
COc1ccccc1CCc1nnc(CCC(=O)NC(C)Cn2nc(C)cc2C)o1 (centres undefined),7,0,3,-2,8,1,0.5,9
O=C(NNC(=O)c1cccs1)c1ccc(Cl)nc1,1,-3,-1,-1,-2,10,1.7,1
CC(OC(=O)c1cccs1)C(=O)NC1CCCCC1C (centres undefined),7,-2,10,1,9,7,0.6,-2
COC(=O)CSc1nnc(-c2ccccc2O)n1-c1ccc(C)cc1,0,-6,8,-2,12,-7,0.2,22
Cc1ccc2c(c1)C(c1ccccc1)N(C(=O)c1cccc([N+](=O)[O-])c1)CC(=O)N2 (centres undefined),19,-2,-1,-5,32,7,0.5,25
COc1ccc(/C=C2\SC(=S)N(CCC(=O)NC3=NCCS3)C2=O)cc1OC,35,-2,16,-2,7,0,-3.0,-16
O=C(C1CCCN(Cc2ccccc2[N+](=O)[O-])C1)N1CCCC1 (centres undefined),4,1,-11,-1,16,-11,1.9,-4
COc1cc(C(=O)NC(=S)Nc2ccccc2N2CCOCC2)cc(OC)c1OC,-7,-3,15,-1,19,-6,-0.4,17
CCc1nc2ccccc2n1CC(=O)N1CCN(S(=O)(=O)c2cccc(C(F)(F)F)c2)CC1,-23,1,-6,3,-15,-3,-2.9,8
CC(=O)c1cc2c(cc1NC(=O)CN1CCN(c3cccc(C(F)(F)F)c3)CC1)OCO2,-3,-1,18,-2,18,2,-0.1,10
CCCn1c(-c2ccc(OC)cc2)nc2c(=O)n(C)c(=O)[nH]c21,10,-1,-9,-3,20,-12,-1.3,2
CC(OC(=O)Cc1c[nH]c2ccccc12)C(=O)NC1(C#N)CCCCC1 (centres undefined),26,-5,-10,0,-14,12,0.2,-11
S=c1nc[nH]c2c1cnn2-c1ccccc1,-81,-1,23,-2,-27,-14,0.4,23
CC(C)CC(=O)Nc1ccc(-c2cn3cccnc3n2)cc1,-2,1,-29,7,-25,-9,4.1,18
O=C(COc1cccnc1[N+](=O)[O-])Nc1ncc(Cl)cc1Cl,16,17,-35,4,-8,1,0.2,10
Cc1ccc(NS(=O)(=O)c2cc(NC(=O)c3ccc4c(c3)NC(=O)CS4)ccc2Cl)c(C)c1,-2,1,9,7,21,18,3.6,24
C=C1CCN([C@H](C(=O)NCc2ccco2)C(C)C)S(=O)(=O)c2ccccc21,4,-2,-12,1,5,1,0.4,8

3 entries from above, arranged by number of heavy atoms, lowest first.
SMILES,697 NFkB inh,APJ ag,APJ antag,UPR XBP1 act,Mdm2-MdmX inh,Jurkat NFkB inh,UPR CHOP act,tim23-1 inh
O=C(NNC(=O)c1cccs1)c1ccc(Cl)nc1,1,-3,-1,-1,-2,10,1.7,1
CCCn1c(-c2ccc(OC)cc2)nc2c(=O)n(C)c(=O)[nH]c21,10,-1,-9,-3,20,-12,-1.3,2
COC(=O)CCCC1=CC2=C(c3ccccc3)C(=O)C(C)(OC(=O)C3CCCC3)C(=O)C2=CN1CCN1CCOCC1 (centres undefined),6,8,-27,-2,-1,6,2.3,16

(further entries)
SMILES,697 NFkB inh,APJ ag,APJ antag,UPR XBP1 act,Mdm2-MdmX inh,Jurkat NFkB inh,UPR CHOP act,tim23-1 inh
Cc1cccc(NC(=O)c2ccccc2Br)n1,-32,1,-11,4,-37,-10,4.8,17
CCOc1ccc2nc(NCCNC(=O)C(C)(C)C)c(C)cc2c1,-5,-2,13,-1,17,1,0.6,11
COC(=O)c1sccc1NC(=O)Nc1cccc([N+](=O)[O-])c1,-7,-3,-17,2,-6,14,6.5,4
CC(C)(C)P(=O)(CO)c1ccccc1 (centres undefined),17,-2,9,-2,-18,15,-1.9,4
CCN(CC)CCCNC(=O)CSc1nc(-c2ccc(F)cc2)cc(C(F)(F)F)n1,-20,1,-12,-2,9,-22,0.7,11
Nc1nc(-c2ccco2)c(-c2ccco2)s1,-29,10,-32,-2,14,2,-1.4,-13
COc1ccc(CN2C(=O)Cc3c2nc(N)c2c(N)nc(N4CCOCC4)c(C#N)c32)cc1,19,9,-29,2,-20,10,0.9,14
COc1ccc(CC(=O)N2CCN(c3cccc(C)c3C)CC2)cc1,-14,-3,10,-2,11,10,0.6,30
Cc1nnc(SCC(=O)NC(=O)NC(C)(C)C)n1N,1,2,-7,0,21,8,0.1,16
CC(C)C(=O)N(c1ccc2oc(=O)sc2c1)S(=O)(=O)c1cccs1,-6,-2,18,-1,1,1,-0.1,22
O=C(c1ccc2ncsc2c1)N1CCN(c2ccc(O)cc2)CC1,7,-2,2,-3,16,9,-2.0,11
COc1cc([N+](=O)[O-])ccc1NC(=O)COC(=O)c1c[nH]c(=O)[nH]c1=O,8,-4,5,-2,-4,4,0.8,10
CCCC/C=C/[C@H](c1ccccc1)[C@H](CO)Cc1cccnc1,-14,-2,-4,-2,-6,12,1.0,28
COc1ccc2c(c1)nc(CN1CCN(CCO)CC1)n2C,-5,-4,14,-5,-3,0,1.7,2
COc1ccccc1C1/C(=C(/O)c2ccccc2)C(=O)C(=O)N1CCO (centres undefined),0,-1,-21,4,-17,-10,1.1,10
CCS(=O)(=O)N1Cc2ccccc2CC1C(=O)NCCc1ccccc1 (centres undefined),15,0,2,-2,6,-7,-3.0,14
COc1cc2c(cc1NC(=O)CSc1cccc[n+]1[O-])oc1ccccc12,-13,1,2,1,-8,4,1.2,21
CC(C)(C)c1ccc(C(=O)Nc2ccc(O)c3c(=O)cc(-c4cccc(Cl)c4)oc23)cc1,3,-1,6,55*,26,-9,21,0
CCOc1ccccc1C(=O)N1CCN=C1SCc1cccnc1,-8,-9,-1,-1,19,-13,-1.5,6
CNS(=O)(=O)c1cccc(C(=O)OCc2cc(=O)oc3c(C)c(O)ccc23)c1,11,-1,28,6,32,26,-1.8,-16
Cc1cc(N2C(=O)C(O)=C(C(=O)c3ccc(C)o3)C2c2cccc(Oc3ccccc3)c2)no1 (centres undefined),-10,-4,-6,-6,2,-20,-1.7,14
Cc1cccc(C)c1NC(=O)C(c1cccs1)N(Cc1ccco1)C(=O)Cn1nnc2ccccc21 (centres undefined),-50,-1,-10,0,6,-2,1.4,17
CCn1cc(CNC(=O)c2cccc([N+](=O)[O-])c2)c(C)n1,10,-2,5,2,15,-10,-0.7,6
O=C(CN1CCN(c2ccc(F)cc2)CC1)c1ccc2c(c1)OCO2,10,-1,15,0,9,11,-4.0,13
CCN1Cc2c(cc(OC)c(OC)c2OC)-c2ccccc2S1(=O)=O,-2,/,/,-1,8,/,0.4,41
CC(C)(C)c1ccc(C(=O)NCCNC(=O)c2ccco2)cc1,-8,2,-29,2,-35,4,2.7,14
N#Cc1cc2c(nc1SCC(=O)Nc1sc3c(c1C#N)CCC3)CCCCCC2,-7,-5,6,2,35,-14,3.4,-29
Cc1ccc(S(=O)(=O)c2nc(C)oc2NCc2ccccc2)cc1,-12,-2,-13,-2,-23,-9,0.4,7
COc1ccccc1NC(=O)c1ccc(NC(=O)COC(=O)c2cncc(Br)c2)cc1,-15,-1,14,-1,1,-24,2.0,-13
CC(Nc1ccc(Cl)c(Cl)c1)C(=O)NN (centres undefined),-2,-1,-9,1,23,7,-0.3,12
CCNc1ncnc2c1cnn2C,-3,-1,10,3,-7,-8,-0.5,3
COc1cc(/C=C2/N=C(c3ccccc3F)OC2=O)cc(Cl)c1OS(C)(=O)=O,25,-3,-10,0,-28,2,2.4,9
